# PTAP TSG101 blk: blocks PTAP/TSG101 interaction to inhibit HIV-1 budding. Q99816. Fluorescence polarization, FITC-PTAP peptide / Tsg101 binding. Potency, µM (highest dose often 115 µM), for inactives: at the highest dose activity change, negative = inhibition, most hits filed as inhibitors. 340,000 tested, under 10 active; active = well fitted inhibition curve with a large enough effect in the main read-out, with a control signal flat, not every such curve was filed as active; inconclusive = small, poorly fitted or top-dose-only effect, or effect the other way, or a change in a side signal; inactive = no such curve, though single readings can be large or run the other way; note: potency is the fitted concentration of half-maximal effect; % of control where 0% means no effect
# Target sequence (Q99816 whole entry, looked up): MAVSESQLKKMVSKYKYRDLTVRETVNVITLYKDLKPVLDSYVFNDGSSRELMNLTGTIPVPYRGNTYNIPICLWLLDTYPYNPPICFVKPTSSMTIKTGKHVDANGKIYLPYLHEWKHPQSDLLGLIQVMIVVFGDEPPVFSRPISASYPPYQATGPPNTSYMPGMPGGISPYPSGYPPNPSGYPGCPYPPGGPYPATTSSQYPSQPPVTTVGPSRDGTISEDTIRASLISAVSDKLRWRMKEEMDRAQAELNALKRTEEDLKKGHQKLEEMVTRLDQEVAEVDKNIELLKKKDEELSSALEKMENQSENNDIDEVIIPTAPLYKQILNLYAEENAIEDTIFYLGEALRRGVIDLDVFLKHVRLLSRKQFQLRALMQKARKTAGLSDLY
#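 Steps: Tsg101 binding domain dispensed (10 uM final), compounds pinned in DMSO, FITC-labeled PTAP-motif peptide added (50 nM final); after 20 min binding at room temperature, polarization measured.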
# A-T KAP1 phos: potential ataxia-telangiectasia treatments restoring KAP-1 phosphorylation; […] A-T fibroblasts, KAP-1 phosphorylation AlphaLISA; neocarzinostatin DNA damage 30 min before lysis; Potency, µM (series often up to 57.5 µM), for inactives: at the top dose activation, most hits filed as activators; 0.19% of 320,000 active; AID 485349; note: potency is the fitted concentration of half-maximal effect; % of control where 0% means no effect; nearly all actives have a fitted effect of over 45% in size
#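 hTERT-immortalized A-T patient fibroblasts ([…]), 500 cells/well in OPTI-MEM, 1% FBS, got compounds for 60 min, then NCS for 30 min at 37C. Lysates were then assayed for phospho-KAP-1 by AlphaLISA (anti-pKAP1 donor, anti-KAP1 acceptor beads), 6 hr at 25C.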
# TCR activator: T cell receptor activation. primary human leukocytes, anti-CD3, IL-2 HTRF, 48 h. Potency, µM (titrated, usually from 9.22 µM), for the others: at the top dose activation of IL-2 secretion, usual class: activators. 330,000 tested, under 10 active. AID 504894; note: % of control where 0% means no effect
#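 Readout: HTRF IL-2, Eu-cryptate/d2 antibody pair, 320nm excitation, 665nm emission. Stimulus: a-CD3 beads, no co-stimulation. Cells: primary human leukocytes. Exposure: 48 hr with compound.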
# CXXC DNA block: inhibitors of human MLL CXXC domain-DNA interaction | Q03164 | MLL-CXXC / FITC-HOXA9 DNA fluorescence polarization | Potency, µM (highest dose often 115 µM), without a hit: at the top dose activity change, negative = inhibition, most hits filed as inhibitors | 0.037% of 290,000 active; active = well fitted inhibition curve with a large enough effect in the polarisation, with a control signal flat, not every such curve was filed as active; inconclusive = small, poorly fitted or top-dose-only effect, or effect the other way, or a change in a side signal; inactive = no such curve, though single readings can be large or run the other way; the % refers to the polarisation; note: potency is the fitted concentration of half-maximal effect
#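 Steps: dispense CXXC domain solution (7 uM) → pin compounds or unlabeled HOX-A9 DNA control → 5 min ambient → add FLSN-HOX-A9 solution (50 nM) → spin → 30 min ambient → fluorescence polarization. Tris pH 7.5/NaCl/DTT/BSA buffer.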
# TRPV1 ag: activates the human vanilloid receptor TRPV1; Q8NER1; activation, % at 8.33 µM; 0.19% of 320,000 active; TRPV1-expressing cells, Fluo-8 calcium influx, agonist mode; in the data active = activation above about 80%; inconclusive = between about 30% and that limit; note: 0% is about no effect
#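 Fluo-8 calcium influx in TRPV1-expressing cells, kinetic read (ex 480/em 520 nm). Compound added and read 3 min for agonist activity, followed by capsaicin at EC20 final and 2 min further read for enhancement.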
# BRCA1 expr up: activators of BRCA1 expression. MCF7-BRCA1-FFLuc reporter, luminescence, 48 h; response scale: scaled: vehicle 0%, 10 µM genistein 100%. Potency, µM (series often up to 46.1 µM), for the others: top-dose activation, actives largely listed as activators. 1.1% of 380,000 active; note: potency is the fitted concentration of half-maximal effect; nearly all actives have a fitted effect of over 80% in size; some results filed as inactive show a strong effect at the top dose
#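 Luminescence from a BRCA1-driven firefly luciferase in MCF7 cells was the read-out, taken 15 min after substrate addition following 48 h compound exposure at 37 °C. Data were normalized to a 10 microM genistein control and DMSO vehicle.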
# a7 integrin act: integrin-mediated muscular dystrophy alleviation activation; Potency, µM (highest dose often 38.3 µM), inactives show at the top dose activation, most hits filed as activators; alpha7betagal myoblasts, beta-gal FDG fluorescence, 48 h; AID 624291; 0.064% of 350,000 active;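 note: potency is the fitted concentration of half-maximal effect; 100% = response of the positive control SU9516; nearly all actives have a fitted effect of over 60% in size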
#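 alpha7betagal+/- myoblasts (passage 13, 250/well) treated 48 h at 37C with compounds at 1:260 dilution of DMSO stock. Lysed, then beta-galactosidase activity read as FDG fluorescence (ex 480/em 540) after 30 min, with pre-read for autofluorescence.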
# ELG1 repair inh: inhibitors of ELG1-dependent DNA repair in HEK293T cells; HEK293T ELG1-luciferase reporter, luminescence, 16 h; DNA damage induced by 5-fluorouridine; Potency, µM (titrated, usually from 46.1 µM), without a hit: top-dose activity change, negative = inhibition, actives largely listed as inhibitors; 2.3% of 330,000 active; AID 504467; note: potency is the fitted concentration of half-maximal effect; % is set by controls: 0 for no effect and ±100 for the full control effect; nearly all actives have a fitted effect of over 55% in size
#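 5-Fluorouridine DNA damage + compound/DMSO, 2,000 cells/well, 16 h, 37 °C/5% CO2. ONE-Glo, 30 min RT, luminescence. Readout = decrease in reporter signal.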
# p53 reactivator: mutant p53 re-activation in reporter cells; H1299 p53-A138V BP100-luciferase reporter, luminescence, 24 h; Potency, µM (doses to about 92.2 µM), for the others: at the highest dose activity change, positive = activation, usual class: activators; 0.063% of 320,000 active; note: potency is the fitted concentration of half-maximal effect; % of control where 0% means no effect; nearly all actives have a fitted effect of over 45% in size
#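 p53-null H1299 cells stably carrying temperature-sensitive p53-A138V and a BP100-luciferase reporter were pinned with compounds (4-point, 1:5 series) and held 24 hrs at 37 deg C. Luminescence was read 10 min after detection reagent.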
# B2AR arrestin: beta2AR (human) beta-arrestin recruitment activity. P07550. beta-arrestin recruitment to beta2AR, cell-based reporter. Potency, µM (series often up to 46.1 µM), without a hit: top-dose activation, most hits filed as activators. 0.02% of 330,000 active. AID 492947;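 note: potency is the fitted concentration of half-maximal effect; 0% = DMSO controls and full agonism = EC100 isoproterenol or metaproterenol; nearly all actives have a fitted effect of over 65% in size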
# Target sequence (P07550 whole entry, looked up): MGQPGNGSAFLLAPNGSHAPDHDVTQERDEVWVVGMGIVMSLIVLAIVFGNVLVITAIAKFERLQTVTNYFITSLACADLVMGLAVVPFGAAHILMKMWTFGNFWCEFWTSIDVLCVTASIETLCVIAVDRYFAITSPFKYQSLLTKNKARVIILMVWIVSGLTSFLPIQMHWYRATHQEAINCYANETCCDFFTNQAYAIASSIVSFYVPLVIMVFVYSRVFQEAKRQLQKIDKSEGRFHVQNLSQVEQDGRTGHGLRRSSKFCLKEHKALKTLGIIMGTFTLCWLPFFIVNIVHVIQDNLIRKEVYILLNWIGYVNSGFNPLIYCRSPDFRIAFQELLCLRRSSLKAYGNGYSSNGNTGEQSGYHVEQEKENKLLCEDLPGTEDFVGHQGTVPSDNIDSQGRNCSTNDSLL
# An asterisk follows results filed as active; u = inconclusive; x = not tested or not shown; [ ] = remark or other dose. Unless noted, calls come from the whole dose curve; as a rule, active = well fitted curve in the direction sought with a large enough effect; inconclusive = small, poorly fitted or top-dose-only effect, or another doubt; inactive = no such curve, though single readings can be large; an effect the other way counts as inactive or inconclusive.
canonical_smiles	TCR activator	ELG1 repair inh	BRCA1 expr up	p53 reactivator	TRPV1 ag	a7 integrin act	A-T KAP1 phos	PTAP TSG101 blk	B2AR arrestin	CXXC DNA block
CCOc1ccc2oc(C(=O)Nc3cc(C)ccn3)c(C)c2c1	1%	u	u	23%	27	21%	4%	-1%	-0.9%	x
Cc1cc(C)n(C(=O)c2ccc([N+](=O)[O-])cc2N)n1	-1%	u	-18%	-3%	0	-1%	7%	-1%	0.2%	1%
O=C(Cn1cccc1C(=O)c1ccccc1)NCc1ccccn1	-7%	5%	-13%	0%	0	-2%	-1%	-5%	0.0%	3%
CCOC(=O)c1cc2cc([N+](=O)[O-])cc(OC)c2oc1=O	4%	2%	-32%	-1%	-1	-24%	1%	-1%	-0.1%	1%
Cc1c(C)c2c(C)nn(-c3ccccc3)c2[nH]c1=O	-3%	-1%	-56%	-1%	0	-11%	-2%	-3%	-0.3%	18%
COc1ccc(OC)c(NC(=O)CC2Oc3ccccc3NC2=O)c1 (stereo unspecified)	0%	u	30%	4%	8	16%	-2%	-3%	0.3%	-4%
Cc1ccc(Cn2nc(C)c(NC(=O)CCCn3nc([N+](=O)[O-])c(Cl)c3C)c2C)cc1	-1%[46.1 µM]	-16%	-5%	-2%	u	0%	7%	1%	0.2%	-4%
COc1ccc(S(=O)(=O)NCC(=O)Nc2ccc3c(c2)OCCO3)cc1OC	2%	10%	5%	2%	-2	1%	7%	-2%	-2.0%	11%
FC(F)Oc1ccc(/C=N/N2CCCCC2)c(OC(F)F)c1	x	12%	x	1%	11	x	4%	x	-0.2%	-3%
O=C(Oc1ccccc1)c1ccccc1OS(=O)(=O)c1ccccc1	2%	-1%	-1%	-6%	0	-15%	8%	1%	0.5%	20%
O=C(c1cccc(Cl)c1)N1CCN(CCCc2ccccc2)CC1	2%	5%	20%	4%	-4	18%	-16%	0%	-0.7%	6%
C(=C\c1ccc(/C=C/c2ccccc2)nn1)/c1ccccc1	x	14%	x	4%	13	x	4%	x	-0.7%	6%
O=C(NC(=S)Nc1ccc(N2CCOCC2)cc1)c1cccs1	-4%	u	u	9%	7	7%	2%	-2%	-0.1%	1%
CC(=O)c1nnn(-c2ccc(F)cc2F)c1C	0%	-9%	-3%	-1%	0	u	2%	0%	-0.5%	-12%
CC(NC(=O)CN(C)Cc1ccc(Br)cc1)c1ccccc1 (stereo unspecified)	-5%	u	-7%	-1%	u	19%	-11%	0%	-0.8%	-12%
N#Cc1c(NC(=O)CSc2nnnn2C2CCCC2)sc2c1CCCC2	-1%	u	-6%	-2%	0	-49%[inhibitor]	-3%	-14%	0.2%	-3%
CCOc1ccc(NC(=O)CS(=O)CC(=O)Nc2cccnc2)cc1 (stereo unspecified)	-4%	0%	-5%	-5%	-2	2%	7%	-3%	-0.4%	-14%
COc1ccccc1N1CCN(CC(O)COCCOc2ccc(Br)cc2)CC1 (stereo unspecified)	-2%[46.1 µM]	u	-38%	-3%	-2	-13%	13%	-2%	-1.2%	0%
CC(C)N(Cc1nc2ccccc2c(=O)[nH]1)C(=O)c1ccc(NC(=O)CSc2nnnn2C)cc1	-2%	0%	10%	0%	-3	-13%	-11%	-1%	-0.9%	x
COc1ccc(Nc2cccc3ccccc23)cc1	-6%	u	-4%	u	8	6%	20%	-4%	0.4%	x
COc1ccc(C(=O)OCC(=O)NC(=O)NC2CCCC2)cc1OC	-3%	u	-20%	-10%	-1	4%	-5%	-5%	0.2%	x
Cc1cc2ccccc2n1CCNC(=O)C1CC1	5%	8%	-16%	x	8	-24%	2%	0%	0.0%	x
Cc1ccnc(N/C=C(/NC(=O)c2ccccc2)C(=O)NN)n1	3%	9%	6%	-1%	3	-16%	2%	-3%	-0.2%	2%
Cc1ccc(NC(=O)CSc2nnc(-c3cccnc3)o2)c(C)c1	3%	u	-11%	-4%	10	10%	2%	-6%	-2.8%	x
COc1ccc(/C(O)=C2/C(=O)C(=O)N(CCCN3CCOCC3)C2c2ccc(C(C)C)cc2)cc1 (stereo unspecified)	2%	-2%	-10%	11%	2	-3%	2%	-6%	0.0%	1%
CC(NC(=O)CCC(=O)N1CCN(S(=O)(=O)c2ccc(Cl)cc2)CC1)c1ccccc1 (stereo unspecified)	1%[46.1 µM]	u	-48%	1%	-1	12%	3%	-2%	-0.4%	-3%
CCCc1cc(=O)oc2cc(C)cc(OCC(=O)Nc3ccc(CN4CCOCC4)cc3)c12	-2%	15µM*	-47%	-10%	1	-19%	-14%	-4%	-0.4%	1%
CCOC(=O)CSc1nnc(CCc2nc3ccccc3[nH]2)n1C	-1%	-10%	0%	-13%	-1	11%	0%	1%	0.1%	2%
Cc1ccc(NC2(C(N)=O)CCCC2)cc1	0%	x	-6%	x	x	19%	x	-8%	x	x
O=C(N1CCCCC1)N1CCN(C(=O)N(c2ccccc2)c2ccccc2)CC1	-7%	-21%	-28%	-6%	12	-14%	1%	-11%	-0.1%	7%
CCC(C)[C@H](NS(=O)(=O)c1ccc(C)cc1)C(=O)N1CCC(C(=O)N2CCC(C(N)=O)CC2)CC1 (stereo partly specified)	-4%	-9%	9%	19%	-3	9%	-11%	-5%	-0.6%	-7%
CCOc1ccc(/C=C/c2c([N+](=O)[O-])c(=O)n(C)c(=O)n2C)cc1	0%	u	-46%	2%	5	-44%	-3%	0%	-0.1%	3%
CCOC(=O)N1CCC(NC(=O)c2ccc(N3CCC4(CC3)OCCO4)c([N+](=O)[O-])c2)CC1	x	16µM*	-45%	1%	-1	-12%	x	0%	0.1%	-8%
O=C(N/N=C/c1ccccc1F)c1cccc(NC(=O)c2ccccc2Cl)c1	3%	4%	47%	5%	-3	-1%	11%	-1%	0.2%	9%
CCOc1ccc2[nH]cc(C(=O)NCCCN3CCOCC3)c(=O)c2c1	-1%	2%	-11%	1%	0	4%	2%	-2%	-0.3%	-9%
CN(CC(=O)O)S(=O)(=O)c1ccc(F)cc1	-8%[46.1 µM]	10%	40%	-7%	2	12%	1%	-2%	-0.1%	2%
CCCSC1C(C)=C(C)C(=O)N1Cc1ccccc1 (stereo unspecified)	x	10%	2%	26%	2	22%	0%	-3%	-0.3%	2%
CCCOc1ccc(/C=N/NC(=O)C(=O)Nc2ccccn2)cc1	-2%[46.1 µM]	4%	6%	-2%	-3	11%	1%	0%	-0.4%	10%
Cc1ccccc1-c1nc(CS(=O)CC(=O)NCCN2CCN(Cc3ccccc3)CC2)c(C)o1 (stereo unspecified)	-23%	-7%	-5%	2%	0	-10%	11%	2%	-0.1%	-1%
O=Cc1cccn1-c1ccccc1	0%	2%	5%	-1%	-1	20%	-76%[inhibitor]	-1%	0.1%	-5%
Cc1ccc(C(C(=O)NCc2ccco2)N(C(=O)CNC(=O)c2cccs2)c2c(C)cc(C)cc2C)cc1 (stereo unspecified)	5%	18%	-5%	4%	1	-7%	-2%	1%	0.4%	3%
CCCCCCn1c(-c2cccs2)n[nH]c1=S	4%	-5%	-3%	-2%	3	-14%	-1%	0%	-0.2%	0%
COc1ccc(/C=N/NC(=O)c2cccnc2)c(C(=O)O)c1OC	3%	2%	-4%	1%	2	7%	-1%	-1%	0.0%	-8%
COC(=O)c1cc(Br)c(N)cc1OC	-2%	0%	4%	4%	0	20%	0%	2%	0.4%	-2%
Cc1ccc(Cl)cc1NC(=S)NCCCSC1CCCCC1	0%	-30%	-50%	-1%	7	7%	-1%	-3%	-0.9%	-4%
O=C(Nn1cnc2ccccc2c1=O)c1ccccc1	1%	-5%	19%	20%	0	12%	-7%	1%	-0.6%	2%
Cc1cc(NC(=S)NC(=O)c2ccccc2)ccc1-c1cc2ccccc2oc1=O	2%[46.1 µM]	u	-58%	7%	2	-19%	3%	0%	0.1%	16%
CC1=C(/C=N/Nc2ccc([N+](=O)[O-])cc2[N+](=O)[O-])C(C)(C)CCC1	1%[46.1 µM]	1%	-12%	0%	-2	-15%	4%	-1%	3.2%	-5%
CN(C)CCCSc1nc2ccccc2s1	-3%	u	-4%	-5%	7	-41%	-9%	-3%	0.1%	-4%
CC(=O)/C(N=Nc1ccc2c(c1)OCO2)=C(\C)O	2%[46.1 µM]	u	u	u	u	6%	-16%	-3%	0.3%	5%

# Quoted at random: 2 records from the list
canonical_smiles	TCR activator	ELG1 repair inh	BRCA1 expr up	p53 reactivator	TRPV1 ag	a7 integrin act	A-T KAP1 phos	PTAP TSG101 blk	B2AR arrestin	CXXC DNA block
CC(=O)/C(N=Nc1ccc2c(c1)OCO2)=C(\C)O	2%[46.1 µM]	u	u	u	u	6%	-16%	-3%	0.3%	5%
Cc1ccccc1-c1nc(CS(=O)CC(=O)NCCN2CCN(Cc3ccccc3)CC2)c(C)o1 (stereo unspecified)	-23%	-7%	-5%	2%	0	-10%	11%	2%	-0.1%	-1%

# Source: PubChem BioAssay
